# Cardiac RTF inh = cardiac RTF calcium desensitization | P19429+P45379 | IANBD-labeled cardiac RTF, Ca2+ fluorescence | inhibition, % at 7.15 µM | 340,000 compounds, 0.12% hits | AID 493244;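 active = inhibition above the mean inhibition of all tested compounds plus 3 SD, cut at about 17% in these data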;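 note: assay run at fixed EC70 calcium of 1.6 mM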
# MOR-DOR ag = OPRM1-OPRD1 heterodimerization agonism. P35372+P41143. cells, luminescence. activation, % at 9.3 µM. 340,000 compounds, 0.3% hits. AID 504326; in the data active = activation above about 18%;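 note: 0% = vehicle-treated cells and 100% = reference agonist; values of inactives mirror those of a sister screen read the other way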
# Target sequence (P35372 whole entry, looked up): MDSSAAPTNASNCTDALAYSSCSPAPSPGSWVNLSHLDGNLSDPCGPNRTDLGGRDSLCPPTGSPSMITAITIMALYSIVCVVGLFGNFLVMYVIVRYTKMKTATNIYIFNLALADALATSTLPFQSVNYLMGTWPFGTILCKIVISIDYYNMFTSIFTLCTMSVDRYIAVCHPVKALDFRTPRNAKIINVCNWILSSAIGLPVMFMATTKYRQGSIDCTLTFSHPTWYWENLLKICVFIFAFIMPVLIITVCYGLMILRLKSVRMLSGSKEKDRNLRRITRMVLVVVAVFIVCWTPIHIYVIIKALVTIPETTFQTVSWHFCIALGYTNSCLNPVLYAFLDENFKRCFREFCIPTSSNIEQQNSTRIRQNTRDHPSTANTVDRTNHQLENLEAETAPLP
# Target sequence (P41143 whole entry, looked up): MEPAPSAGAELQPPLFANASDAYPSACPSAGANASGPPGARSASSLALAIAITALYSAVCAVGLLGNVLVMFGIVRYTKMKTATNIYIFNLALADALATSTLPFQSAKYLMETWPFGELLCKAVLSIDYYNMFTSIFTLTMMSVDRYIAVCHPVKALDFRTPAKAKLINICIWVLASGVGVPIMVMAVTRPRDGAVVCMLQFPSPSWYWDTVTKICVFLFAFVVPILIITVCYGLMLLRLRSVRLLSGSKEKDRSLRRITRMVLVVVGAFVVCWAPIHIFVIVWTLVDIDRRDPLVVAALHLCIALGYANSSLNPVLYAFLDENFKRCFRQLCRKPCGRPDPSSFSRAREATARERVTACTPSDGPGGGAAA
# LANA DNA inh = inhibitors of KSHV LANA C-terminal domain DNA binding; MBP-C-LANA/FAM-LBS DNA binding, fluorescence polarization; inhibition, % at 9 µM; 340,000 compounds, 0.078% hits;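 active = highest replicate inhibition at or above 60% at 9 µM, even if other replicates fall short; inactive = all replicates below 60% inhibition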;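 note: 0% = neutral control wells and 100% = 4 µM acridine orange control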
# Arrestin-AP2 inh = inhibitors of human beta-arrestin and AP2 interaction; FITC-arrestin peptide / GST-AP2 beads, flow cytometry; AP2 beta2 appendage carries R879A mutation; inhibition, % at 10 µM; 340,000 compounds, 0.31% hits;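 active = inhibition above a set limit, near 3 SD of compounds lacking own fluorescence, cut at about 54% in these data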;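 note: plate controls were DMSO wells for no effect and 5 µM unlabelled arrestin peptide for full effect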
#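 Material – AP2 appendage R879A on GSH beads · Buffer or medium – PBS with 0.05% Tween 20 and 0.1% BSA · Probe or stimulus – fluorescein-tagged arrestin peptide at 50 nM final · Incubation – compound with beads 12 min RT, then probe 1 h RT · Detection – high-throughput flow cytometry of beads, ex 488, em 535 nm · Evaluation – percent response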
# MOR-DOR inv ag = mu-delta opioid heterodimer inverse agonism | P35372+P41143 | cell-based MOR-DOR heterodimer luminescence | inhibition, % at 9.3 µM | 340,000 compounds, 0.21% hits | AID 504357; in the data active = inhibition above about 22%, passing the limit was not always enough;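 note: 0% = cells with DMSO and 100% = wells without cells with DMSO; values of inactives mirror those of a sister screen read the other way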
# Wnt bcat act = activators of Wnt/beta-catenin signaling | Wnt/beta-catenin reporter cell assay, activator, plate reader | activation, % at 9.35 µM | 300,000 compounds, 1.2% hits | AID 743398; in the data active = activation above about 30%, passing the limit was not always enough; inconclusive = no clear call, values can overlap the other calls;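 note: 0% = neutral control wells and 100% = positive control wells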
# Keap1-Nrf2 PPI = inhibitors of human Keap1-Nrf2 protein-protein interaction | Q14145 | Keap1 Kelch-Nrf2 peptide fluorescence polarization, 1536-well | inhibition, % at 9.4 µM | 340,000 compounds, 0.15% hits | AID 504523; in the data active = inhibition above about 12%; inconclusive = no clear call, values can overlap the other calls; inactive = below about 7.3%;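 note: human Keap1 Kelch domain with fluorescein labeled Nrf2 9mer peptide probe; 0% = neutral control wells and 100% = peptide positive control; higher means more block of Keap1 binding to Nrf2 peptide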
# Pemphigus Ab inh = blocks pemphigus antibody binding to human desmoglein-3; DSG3-coupled beads, scFv-anti-DSG3-GFP binding, flow cytometry; active compounds read low; P32926; 310,000 compounds, 0.48% hits; binding (percent of control), % at 10 µM;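 active = binding more than 3 SD below its plate's average and above zero; inconclusive = below that plate limit but binding exactly zero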;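 note: hits lower antibody fragment binding to DSG3; some compounds called inactive have numbers as strong as hits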
# V-ATPase pHluor = yeast V-ATPase proton transport regulation by pHLuorin. S. cerevisiae, pHLuorin cytosolic pH fluorescence. response, % at 10 µM. 350,000 compounds, 0.37% hits. AID 504577; in the data active = response mostly above about 7.3%, no sharp cut-off; inactive = mostly below about 5.4%; note: actives read high; inactives centre near 0; some compounds called inactive have numbers as strong as hits; reference of the scale not given here
# RTF Ca sens act = increases calcium sensitivity of human cardiac regulated thin filaments. P19429+P45379. IANBD-labeled TnC RTF fluorescence at EC20 calcium; 0% EC20 calcium, 100% full calcium. activation, % at 7.2 µM. 340,000 compounds, 0.24% hits;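 active = activation above the mean over all tested compounds plus 3 SD, cut at about 30% in these data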;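 note: rise in fluorescence read as greater calcium sensitivity of cardiac thin filaments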
# The depositor's hits bear a star; u = inconclusive; x = not tested or not shown.
SMILES,Cardiac RTF inh,MOR-DOR ag,LANA DNA inh,Arrestin-AP2 inh,MOR-DOR inv ag,Wnt bcat act,Keap1-Nrf2 PPI,Pemphigus Ab inh,V-ATPase pHluor,RTF Ca sens act
O=C(COC(=O)CSc1nnc(-c2ccc(Cl)cc2)o1)Nc1cc(Cl)cc(Cl)c1,11,-1.1,0.7,-10,5,0,-1,85,2,-3
Cc1c(F)cccc1NS(=O)(=O)c1ccc(OCCNS(C)(=O)=O)cc1,-1,-0.5,-0.9,8,3,-2,-4,101,-2,2
COCc1c(Br)c(C)nc(OCC(=O)N/N=C/c2cc(C)n(-c3ccc([N+](=O)[O-])cc3)c2C)c1C#N,-5,-1.2,-1.0,4,9,-4,-4,95,-3,-3
Cc1nn2c(NCCN3CCOCC3)c3c(nc2c1-c1ccccc1)CCCC3,-5,0.1,1.2,43,0,-4,-1,106,3,0
O=C(CSc1nnc2ccc(-c3ccccn3)nn12)N1CCCC1,-18,-2.1,-0.1,-2,11,-1,-1,98,-2,0
CCOc1ccc(S(=O)(=O)NCCC(=O)NCc2cccnc2)cc1,-7,-1.5,0.1,1,9,-4,-3,101,1,2
CC(C)CN(C(=O)COC(=O)Cc1c[nH]c2ccccc12)c1c(N)n(Cc2ccccc2)c(=O)[nH]c1=O,1,3.2,-1.3,15,-20,-3,7,99,-1,9
COc1ccc(C(=O)C2CCCN(C(=O)Cn3ccc(C)n3)C2)cc1OC (stereo not drawn),-4,-1.0,-2.6,4,5,-1,4,x,-3,2
Brc1cccc(-c2nnc3sc(CN4CCC5(CC4)OCCO5)cn23)c1,-15,-1.3,2.5,-4,7,-1,6,99,-2,2
O=C(Cn1cc(C(F)(F)F)ccc1=O)Nc1ccc2c(c1)OCCO2,2,-1.2,3.0,2,6,-3,-3,125,1,-4
Cc1ccc(S(=O)(=O)c2cc(O)ccc2O)cc1C,-13,3.5,-0.2,-7,-17,-4,4,98,0,3
Cc1ccccc1CN1CCN(CC(=O)NCc2ccccc2)CC1,1,-1.0,-0.6,1,5,-2,-4,112,3,-7
Cc1c(Cc2ccccc2)c(=O)[nH]c(=O)n1C,-9,-3.7,-0.9,-6,18,-1,-5,x,5,3
Cc1ccccc1C(N)c1ccncc1 (stereo not drawn),2,-2.4,0.7,0,12,1,-2,108,0,-9
Clc1cccc(-c2ccc(-c3nc4ccccn4c3NCc3ccccc3)cc2)c1,-9,0.7,1.4,-8,-4,31*,1,103,-3,-6
Cc1nc(C)c(C(=O)C2=C(O)C(=O)N(CCN(C)C)C2c2ccccc2)s1 (stereo not drawn),-3,-2.4,-1.0,28,10,-1,1,99,1,-7
CCCN(CCC)C(=S)Nc1cc(C(=O)OC)ccc1C(=O)OC,-6,-0.5,-1.5,-4,4,2,-2,97,3,0
COCc1cc(C)nc(OCC(=O)N/N=C/c2ccc(C)o2)c1C#N,-7,0.4,0.0,19,-2,x,-5,90,3,0
COc1cc(OC)c(C=NNC(=S)NC23CC4CC(CC(C4)C2)C3)c(OC)c1,-1,1.1,-6.9,28,-5,-9,5,95,-8,-6
C=CCC1(N(C(C)=O)c2ccccc2)CCCCC1,2,-0.1,0.5,1,1,-5,6,89,3,-1
COc1ccc(CCNC(=O)CNCC2CCCCC2)cc1OC,1,-2.9,1.2,36,14,4,-2,99,-2,-8
CCN(CC)C(=O)c1cccc2nc3ccccc3nc12,2,-1.3,0.8,31,7,4,-2,108,5,6
CN(CC(=O)Nc1ccccc1Cl)C(=O)COC(=O)/C=C/c1cccs1,-11,-3.2,-1.8,3,14,-1,-2,94,-3,-2
Cn1c(-c2cc3ccc(OC(=O)C(C)(C)C)cc3oc2=O)nc2ccccc21,-2,-1.4,3.0,5,7,34*,2,105,-3,0
NC(=O)C1CCN(C(=O)c2cc3c(s2)CCCC3)CC1,-9,0.1,0.6,14,-1,18,-4,103,3,-7
CS(=O)(=O)N1CCN(c2ccccc2NC(=S)NC(=O)c2ccccc2[N+](=O)[O-])CC1,-4,-0.3,0.1,8,2,4,2,104,-4,-2
Clc1ccc(Oc2nc(N3CCOCC3)nc(N3CCOCC3)n2)c(C2CCCCC2)c1,-10,0.6,2.5,-8,-3,-2,-3,107,0,1
Cn1c(=O)c2c(ncn2CC(=O)N/N=C/c2ccc(Br)s2)n(C)c1=O,-6,x,-0.9,3,x,26,2,101,4,1
COc1ccc2c(ccc[n+]2[O-])c1,-2,0.7,2.7,8,-4,-3,4,90,4,-1
O=c1[nH]c2c(s1)C=Nc1ccccc1N2,-100,0.0,54,12,0,u,38*,102,-4,78*
Cc1cccc(NC(=O)N(Cc2nc3ccccc3c(=O)[nH]2)C2CCCC2)c1,-6,-1.8,0.0,-8,11,x,-5,92,-2,2
COc1ccc(-n2nc(C(=O)NCC(=O)N3CCN(Cc4ccc5c(c4)OCO5)CC3)c3ccccc3c2=O)cc1OC,-11,0.8,-2.7,8,-4,-1,1,x,-1,2
O=C(O)c1ccc(S(=O)(=O)Nc2ccc3c(c2)OCCO3)cc1,-12,-2.9,-9.0,-20,14,-1,2,119,-1,-2
COc1ccc(-c2csc(NC(CO)c3nc4ccccc4n3CCCO)n2)cc1 (stereo not drawn),0,-1.0,-1.5,0,5,0,-5,99,-2,-3
CC(C)C[C@@H](C(=O)NCc1ccco1)N1C(=O)N2CCc3c([nH]c4ccccc34)[C@@]2(C)C1=O,9,-1.4,-0.1,-4,7,-2,-6,99,-1,-2
COc1ccc(CCNC(=O)NC2CCCCC2)cc1,7,-1.4,2.7,19,7,3,-3,98,1,2
O=C(CSc1nnc(-c2ccccc2O)o1)Oc1ccc(OCc2ccccc2)cc1,4,0.1,1.5,-4,-1,25,-2,x,-5,4
O=C1C=CN(Cc2ccccc2)CC1,-8,-0.9,-1.3,20,5,-1,2,100,8,-9
COc1ccc(-c2c(-c3ccsc3)oc(=O)c3cc(OC)c(OC)cc23)cc1,-1,1.1,0.2,13,-6,5,-4,109,-1,2
CCN(CC)C(=O)C(Sc1ccccc1)c1ccccc1 (stereo not drawn),2,-1.8,4.6,17,9,-7,0,101,0,-2
CC(=O)Nc1cc2c3ccccc3ccc2c2ccccc12,-1,0.6,-10,-7,-3,0,-1,101,-2,-10
O=C(CCCSc1nc(-c2ccco2)cc(C(F)(F)F)n1)Nc1ccc2c(c1)OCO2,-8,2.1,1.4,-7,-12,-1,-1,105,1,0
COc1cc(C(=O)NCc2nnc(SCC(=O)Nc3c(C)cc(C)cc3C)o2)cc(OC)c1OC,-6,-3.9,0.0,5,20,0,3,103,-3,-7
CC(=O)c1cccc(NC(=O)C(=O)Nc2cccc3ccccc23)c1,-6,2.3,-0.7,5,-11,9,-3,123,-4,6
O=C(O)c1ccccc1C(=O)c1ccc(F)c(F)c1,2,-0.5,0.1,3,3,0,-1,98,-3,-4
Cc1cc(OCc2cc(C(=O)N(C)C(C)c3ccccn3)no2)cc(C)c1Cl (stereo not drawn),-3,1.7,0.2,9,-9,20,-5,x,4,3
O=C(NC1CCCCCC1)c1cc2n(n1)C(C(F)(F)F)CC(c1ccco1)N2 (stereo not drawn),-5,-0.3,-0.8,18,2,x,-4,109,7,1
Brc1ccccc1Cn1c(-c2cscn2)nc2ccccc21,-6,5.9,-0.7,14,-31,x,2,91,-2,-5
CN(C)S(=O)(=O)N1CCN(c2ccc([N+](=O)[O-])c(N3CCCCC3)c2)CC1,-6,0.7,0.9,10,-4,-3,-3,99,-5,9
CC1NC(=S)N(Cc2ccccc2)C1=O (stereo not drawn),5,-6.3,1.0,17,33*,-1,-1,102,-4,-5
# Next part
SMILES,Cardiac RTF inh,MOR-DOR ag,LANA DNA inh,Arrestin-AP2 inh,MOR-DOR inv ag,Wnt bcat act,Keap1-Nrf2 PPI,Pemphigus Ab inh,V-ATPase pHluor,RTF Ca sens act
CSc1nsc(SC)c1C(=O)N1CCN(S(=O)(=O)c2ccc(C)cc2)C1C (stereo not drawn),4,-1.4,1.8,16,7,x,-1,105,-4,-6
O=C(O)CC1(CC(=O)NCc2ccc(-c3cccs3)cc2)CCCCC1,0,-0.7,1.2,32,4,-1,0,113,-2,7
Cc1nn(Cc2ccc(F)cc2)c2sc(C(=O)Nc3nccs3)cc12,1,9.2,-2.3,5,-66,-9,0,100,1,-2
Cc1[nH]c(=O)[nH]c(=O)c1Sc1ccccc1[N+](=O)[O-],-8,-0.3,-0.1,-5,2,0,0,x,-2,-2
CCn1cc(C(=O)NCCC(C)C)c(=O)c2cc(F)c(N3CCN(C(=O)c4ccco4)CC3)cc21,-12,-1.5,-2.4,1,8,-2,2,x,-2,0
CN1C(=O)CC(P(=O)(c2ccccc2)c2ccccc2)N(C)C1=O (stereo not drawn),-1,-1.2,1.2,8,6,x,-4,88,-1,-2
O=C1C(=O)N(CC2CCCO2)C(c2ccccc2[N+](=O)[O-])/C1=C(/O)c1ccccc1 (stereo not drawn),0,-5.4,-0.2,7,27,4,-3,106,5,0
Cc1ccc(C)c(S(=O)(=O)N2CCN(CC(=O)N3CCc4ccccc4C3)CC2)c1,-13,-0.7,0.4,32,3,x,-1,106,0,-1
O=C1Nc2ccccc2C(O)(C(=O)NCc2ccc3c(c2)OCO3)N1c1ccc(Cl)c(Cl)c1 (stereo not drawn),-5,3.0,1.6,-11,-17,-9,-5,111,2,7
CCOc1ccc(CN2C(=O)c3ccccc3C2C(=O)NCc2cccnc2)cc1 (stereo not drawn),-1,-1.6,-0.8,5,9,x,-2,102,0,0
Cc1ccc(Nc2nc(N/N=C\c3ccc4c(c3)OCO4)nc(N3CCOCC3)n2)cc1,4,3.1,0.1,6,-16,2,-3,100,-1,-2
O=S(=O)(N/N=C/c1ccccc1F)c1ccccc1,-3,-4.5,-2.1,-2,23,-1,-6,90,-2,-3
Cc1cc(C)c(C(=O)O)c(CC(C)(C)C(=O)O)c1,-6,1.9,-0.3,-2,-9,2,-4,x,-5,4
COc1ccc(C2CC(=O)c3c(C)nc(N4CCN(Cc5ccccc5)CC4)nc3C2)cc1OC (stereo not drawn),0,3.6,0.6,6,-18,-7,-8,x,8,2
Cn1cc(C(=O)NCC(=O)Nc2ccccc2Br)cn1,1,-2.6,2.0,-15,10,-4,-1,100,-2,2

# 3 entries drawn at random from those above, as already listed:
SMILES,Cardiac RTF inh,MOR-DOR ag,LANA DNA inh,Arrestin-AP2 inh,MOR-DOR inv ag,Wnt bcat act,Keap1-Nrf2 PPI,Pemphigus Ab inh,V-ATPase pHluor,RTF Ca sens act
Cc1ccc(Nc2nc(N/N=C\c3ccc4c(c3)OCO4)nc(N3CCOCC3)n2)cc1,4,3.1,0.1,6,-16,2,-3,100,-1,-2
Cn1cc(C(=O)NCC(=O)Nc2ccccc2Br)cn1,1,-2.6,2.0,-15,10,-4,-1,100,-2,2
COc1ccc(C2CC(=O)c3c(C)nc(N4CCN(Cc5ccccc5)CC4)nc3C2)cc1OC (stereo not drawn),0,3.6,0.6,6,-18,-7,-8,x,8,2

# Bioassay records (PubChem BioAssay)
